# Source: PubChem BioAssay (National Center for Advancing Translational Sciences (NCATS))
# FBPA Giardia inh = Giardia lamblia aldolase inhibition | A8B2U2 | purified Giardia FBPA | Potency, µM (highest dose often 59.6 µM), for the others: at the top dose activity, negative = inhibition, usual class: inhibitors | 0.71% of 290,000 active; further: potency means the concentration at half of the fitted maximal effect; nearly all actives have a fitted effect of over 55% in size
# Target sequence (A8B2U2 whole entry, looked up): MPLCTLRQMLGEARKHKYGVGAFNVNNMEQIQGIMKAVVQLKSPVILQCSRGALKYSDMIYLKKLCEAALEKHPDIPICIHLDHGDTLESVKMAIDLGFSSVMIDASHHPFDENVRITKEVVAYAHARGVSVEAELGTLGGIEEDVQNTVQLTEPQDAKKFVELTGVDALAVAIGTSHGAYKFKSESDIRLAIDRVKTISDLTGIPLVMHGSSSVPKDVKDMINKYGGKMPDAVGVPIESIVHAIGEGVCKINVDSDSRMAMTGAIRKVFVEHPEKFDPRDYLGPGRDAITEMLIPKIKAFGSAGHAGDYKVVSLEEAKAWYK
#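 Giardia FBPA (40 nM reagent) was preincubated 10 min at RT with compound (up to 57.5 uM final), then substrate plus GAPDH/TPI/NAD/arsenate coupling system with diaphorase/resazurin was added; resorufin fluorescence (525/598 nm) was read after 20 min.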
# AmpC detergent = AmpC beta-lactamase inhibition with detergent present | P00811 | AmpC hydrolysis of nitrocefin, absorbance 480 nm, 0.01% Triton | Potency, µM (highest dose often 114 µM), for inactives: top-dose activity change, negative = inhibition, most hits filed as inhibitors | 0.041% of 370,000 active | AID 485294;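 further: potency means the concentration at half of the fitted maximal effect; 0% = no-compound wells and -100% = no-enzyme wells; nearly all actives have a fitted effect of over 25% in size; some results filed as inactive show a strong effect at the top dose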
# Target sequence (P00811 whole entry, looked up): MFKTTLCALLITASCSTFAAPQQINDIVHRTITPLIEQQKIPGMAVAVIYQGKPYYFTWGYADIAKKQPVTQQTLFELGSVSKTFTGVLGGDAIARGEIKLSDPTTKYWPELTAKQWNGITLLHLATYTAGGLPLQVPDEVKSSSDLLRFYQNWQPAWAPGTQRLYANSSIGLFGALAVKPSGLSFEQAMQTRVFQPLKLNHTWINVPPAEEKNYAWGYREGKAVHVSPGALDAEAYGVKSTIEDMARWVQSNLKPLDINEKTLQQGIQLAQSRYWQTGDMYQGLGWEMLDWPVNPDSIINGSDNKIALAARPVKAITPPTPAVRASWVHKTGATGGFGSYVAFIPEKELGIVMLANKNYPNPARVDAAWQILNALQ
#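 20 mM phosphate pH 7.0 + 0.01% (detergent screen) or 0.0001% Triton X-100; 5.3 nM AmpC reagent; cpd preinc 15 min RT; nitrocefin (800 uM stock) to start; A480 q20 s × 4 min; Activity was normalised to no-enzyme and no-compound control wells.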
# HCMV antiviral = inhibitors of human cytomegalovirus. HFF cells, HCMV-luciferase reporter, 72 h; active compounds read low. activity change, negative = inhibition, % at 57.5 µM. 4.5% of 410,000 active; in the data active means activity change below about -60%; inconclusive means no clear call, values can overlap the other calls; inactive means above about -39%
#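 Cell-based, HFFs, 1000 cells/well, 16 h 37C; cpds in DMSO + HCMV-luc, MOI 1 PFU/cell; 72 h 37C; OneGlo luminescence after 5 min RT; norm. to buffer vs Salinomycin 10uM.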
# AmpC inh no detg = blocks E. coli AmpC beta-lactamase in detergent-free assay; AmpC nitrocefin hydrolysis, absorbance 480 nm, 0.0001% Triton; Potency, µM (top dose mostly 57.1 µM), without a hit: at the highest dose activity change, negative = inhibition, most hits filed as inhibitors; 0.52% of 330,000 active; AID 485341;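 further: potency means the concentration at half of the fitted maximal effect; plate controls were no compound for no effect and no enzyme for full effect; nearly all actives have a fitted effect of over 20% in size; some results filed as inactive show a strong effect at the top dose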
#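 20 mM phosphate pH 7.0 + 0.01% (detergent screen) or 0.0001% Triton X-100; 5.3 nM AmpC reagent; cpd preinc 15 min RT; nitrocefin (800 uM stock) to start; A480 q20 s × 4 min; Activity was normalised to no-enzyme and no-compound control wells.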
# Sm TGR inh = S. mansoni TGR enzyme inhibition; Potency, µM (highest dose often 114 µM), without a hit: top-dose activity change, negative = inhibition, usual class: inhibitors; 3% of 360,000 active; Q962Y6; purified TGR, DTNB reduction, TNB absorbance 405 nm; further: potency means the concentration at half of the fitted maximal effect; nearly all actives have a fitted effect of over 60% in size
#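 TGR 20 nM + NADPH 100 uM (dispensed conc.), cpd preinc 15 min RT; start with NADPH (500 uM addition) then DTNB (15 mM addition). Kinetic TNB absorbance, 405 nm filter. Four-parameter Hill fit across titration.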
# HCV inh = blocks hepatitis C virus; Potency, µM (doses to about 41.8 µM), without a hit: at the highest dose activity change, negative = inhibition, actives largely listed as inhibitors; Huh7.5.1 HCVcc-Cre infection, luciferase reporter, 44 h; 3.4% of 340,000 active; further: potency means the concentration at half of the fitted maximal effect
#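 Cells (1,000/well) were plated 4 h before compound, then infected with HCVcc-Cre virus (~0.5 moi). After 44 h further culture, infection was read as luciferase luminescence following a 15 min substrate incubation at room temperature.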
# An asterisk follows results filed as active; ? = inconclusive; nt = no result given; & = joins results of further samples; [ ] = another dose, or the depositor's remark. Unless noted, the call rests on the fitted dose curve; in most records, active means well fitted curve in the direction sought with a large enough effect; inconclusive means small, poorly fitted or top-dose-only effect, or another doubt; inactive means no such curve, though single readings can be large; an effect the other way counts as inactive or inconclusive. Unless noted, on the % scale 0 is the no-effect control and ±100 the full control effect.
SMILES,FBPA Giardia inh,AmpC detergent,HCMV antiviral,AmpC inh no detg,Sm TGR inh,HCV inh
CCc1ccc(N(CC(=O)NC(C)C)C(=O)CCC(=O)Nc2nccs2)cc1,1%,-9%,14,-11%,-2%,4%
COC(=O)C1=C(C(=O)OC)[C@@H]2N(C)c3ccc(OC)cc3[C@@]23C[C@@H](C(=O)OC)N(C(=O)CC(C)C)C3=N1,-12%[12.9 µM],nt,10,nt,nt,-8%
O=C(CSc1nnc(Nc2ccccc2)s1)NC1CCCC1,nt,nt,-7,-21%,nt,-3%
O=C(Cn1c(=O)[nH]c2ccccc2c1=O)Nc1ccc2c(c1)OCO2,-16%,-2%,-22,-17%,6%,-11%
C=CCNC(=O)c1cc(Cl)ccc1Cl,nt,-1%,-2,-4%,13%,7%
O=C(NC1CCCCC1)c1ccc([N+](=O)[O-])o1,-3%,-6%,nt,1%,-32%,-12%
CCOc1cc(N2CCOCC2)c(OCC)cc1NC(=O)CSc1ncccn1,-7%,-1%,?,67%,-5%,?
O=c1cc(C(F)(F)F)[nH]c2ccccc12,-13%,1%,13,-7%,8%,-1%
Cc1ccc(-n2ncc(C(=O)NCc3ccc4c(c3)OCO4)c2NC(=O)c2ccco2)cc1C,-8%,2%,-39,-19%,3%,?
CNC(=O)COC(=O)c1ccc(NS(=O)(=O)c2ccc3c(c2)OCCO3)cc1,14%,0%,-30,-17%,5%,14%
O=C(CSc1nnc(NC(=O)C2CCC2)s1)Nc1ccccc1,5%,-1%,-1,-26%,1%,-24%
CCCCC(=O)NC(=S)Nc1cc(C(=O)O)ccc1Cl,18%,-3%,-37,-15%,-21%,15%
Cc1cc(C)c2c(N)c3cccc(C)c3nc2n1,-6%,-8%,-99*,-34%,-8%,13µM*
C=CCn1c(SCn2nnc3ccccc3c2=O)nnc1-c1ccc(Cl)cc1,-29%,?,53,17%,-9%,-6%
COc1ccccc1CN(C)C(=O)CNC(=O)c1cccc(Cl)c1,5%,3%,0,-11%,-1%,?
COC(=O)c1ccc(C23CC4(C2)[C@H](CN(CC2CCCCC2)[C@@H]4c2ccccc2)C3c2ccc(Cl)nc2)cc1 (some centres not stated),3%&0%,4%,14,6%,-27%,2%
O=c1ccc(Cc2ccccn2)n[nH]1,-1%,-8%,72,6%,1%,-5%
COc1ccc(C(=O)/C=C/Nc2ccc(NC(C)=O)cc2)cc1OC,-8%,-11%,-27,25%,4%,-4%
CCc1ccccc1NC(=O)c1ccc(=O)n(Cc2ccc(F)cc2)c1,nt,5%,24,nt,1%,nt
CCC(C)(C)n1nnnc1C(c1cccnc1)N1CCC(Cc2ccccc2)CC1 (configuration not stated),-8%,-2%,-8,-4%,4%,7%
CCc1ccc2nc(NC(=O)c3ccc4c(=O)[nH]c(CN5CCOCC5)nc4c3)sc2c1,0%,-9%,nt,5%,-7%[11.4 µM],?
COc1ccc(N2CC(C(=O)N[C@@H](C)C(=O)NC(C)c3ccccc3)CC2=O)cc1 (some centres not stated),-11%,-3%,8,-5%,-3%,0%
CCCNC(=O)CSc1nc2[nH]ncc2c(=O)[nH]1,-7%,-4%,-11,-12%,0%,19%
CCCC/C=C/[C@H](c1ccccc1)[C@H](CO)Cc1cccnc1,5%,nt,-2,nt,nt,-25%
Cc1cc(NC(=O)c2ccccc2O)nc(C)n1,-7%,-7%,27,-24%,-17%,-4%

# Among those listed so far, five contain an NH in an aromatic ring:
SMILES,FBPA Giardia inh,AmpC detergent,HCMV antiviral,AmpC inh no detg,Sm TGR inh,HCV inh
O=C(Cn1c(=O)[nH]c2ccccc2c1=O)Nc1ccc2c(c1)OCO2,-16%,-2%,-22,-17%,6%,-11%
O=c1cc(C(F)(F)F)[nH]c2ccccc12,-13%,1%,13,-7%,8%,-1%
O=c1ccc(Cc2ccccn2)n[nH]1,-1%,-8%,72,6%,1%,-5%
CCc1ccc2nc(NC(=O)c3ccc4c(=O)[nH]c(CN5CCOCC5)nc4c3)sc2c1,0%,-9%,nt,5%,-7%[11.4 µM],?
CCCNC(=O)CSc1nc2[nH]ncc2c(=O)[nH]1,-7%,-4%,-11,-12%,0%,19%

# The list continues:
SMILES,FBPA Giardia inh,AmpC detergent,HCMV antiviral,AmpC inh no detg,Sm TGR inh,HCV inh
COc1ccc(CC2(CO)CCN(Cc3c(C)nn(C(C)C)c3C)CC2)cc1,0%,1%,9,3%,5%,-13%
O=C(CSCc1ccccc1Br)NC1CC1,1%,?,15,-16%,-9%,6%
CC(Oc1ccccc1)C(=O)NC1CC(C)(C)NC(C)(C)C1 (configuration not stated),1%,5%,-5,-19%,-1%,17%
CCC(=O)N1CCc2cc(Br)cc(S(=O)(=O)N3CCCC(C(=O)NCc4ccc(F)cc4)C3)c21 (configuration not stated),nt,-4%,18,nt,-4%,nt
COc1ccccc1N1CCN(Cc2cc(=O)c(OCC#N)co2)CC1,nt,-12%,0,-4%,3%,23%
Cc1ccc(CN(C)C(=O)COc2ccc(S(=O)(=O)N3CCCC3)cc2[N+](=O)[O-])c(C)c1,nt,-2%,-20,45%,-19%,-5%
O=C(c1cc(-c2ccncc2)nc2ccccc12)N1CCN(Cc2ccccc2)CC1,nt,nt,-25,149%[activator],nt,?
O=C(Nc1ccc(Cl)cc1)N1CCN(Cc2ccc3c(c2)OCO3)CC1,0%,1%,?,2%,1%,-17%
Cc1nn(-c2ccc(C(=O)O)cc2)c(N)c1-c1ccccc1,1%,-8%,204,-19%,-6%,8%
O=C1CC(N2CCN(c3nc4ccccc4s3)CC2)C(=O)N1Cc1cccs1 (configuration not stated),2%,?,-3,144%[activator],11µM*,14µM*
Cn1c(=O)oc2cc(S(=O)(=O)NC(Cc3ccccc3)C(=O)Nc3ccc(F)cc3)ccc21 (configuration not stated),nt,?,-24,nt,1%,nt
O=C(NCCc1c[nH]c2ccccc12)C(=O)Nc1ccccc1,0%,1%,20,-18%,5%,-25%
CCOC(=O)c1sc2nc(CC(=O)OC)nc(NCc3ccc(Cl)cc3)c2c1C,-5%,?,-107*,-14%,-6%,5.6µM*
Cc1nc2ccc(Br)cn2c1C(=O)N/N=C\c1ccccc1[N+](=O)[O-],0%,-6%,-14,7%,nt,2%
O=C(CN1C(=O)c2ccccc2C1=O)Nc1cccc([N+](=O)[O-])c1,-3%,-2%,-25,-38%,0%,-1%
CCOc1ccc(NC(=O)CC2C(=O)N(c3cccc(OC)c3)C(=O)N2C(C)C)cc1 (configuration not stated),0%,-1%,31,19%,-11%,4%
O=C(CCc1nnc(COc2ccccc2)o1)NCc1ccccc1,0%,3%,-14,1%,7%,17%
CCCS(=O)(=O)c1c(S(=O)(=O)CCC)c2cc(C(C)(C)C)ccn2c1C(=O)c1ccc(OC)c(OC)c1,nt,8%,77,nt,-2%,nt
Cc1cccc(OCCCC(=O)Nc2ccc(Cl)c(S(=O)(=O)N3CCOCC3)c2)c1,nt,5%,-37,-5%,2%,7.9µM*
CCOC(=O)c1c(NC(=O)c2ccc(Br)o2)sc2c1CCCC2,-1%,?,8,-14%,-29%[11.4 µM],-28%
NC(=O)NC(CC(=O)Nc1cccnc1)c1cccc(Br)c1 (configuration not stated),nt,-2%,-24,-16%,5%,14%
CCC1CCCCN1C(=O)c1nn2cccnc2c1Cl (configuration not stated),-1%,5%,31,-5%,5%,5%
O=C(Nc1ccc(Oc2cccc(C(F)(F)F)c2)nc1)c1ccccc1,0%,-5%,-30,-30%,3%,?
N#C/C(=C\c1cccnc1)C(=O)Nc1ccc(O)cc1F,-15%,-3%,69,-30%,?,6%
CCOc1ccc(-c2nc(Cn3c(=O)cc(C)c4c(C)nn(-c5ccc(C)cc5)c43)c(C)o2)cc1,nt,17%,27,nt,4%,nt
SMILES,FBPA Giardia inh,AmpC detergent,HCMV antiviral,AmpC inh no detg,Sm TGR inh,HCV inh
O=C(O)CC1=C(Nc2ccccc2)C(=O)N(c2ccccc2)C1c1ccc(F)cc1 (configuration not stated),9%,-1%,-21,-39%,?,9%
CCC1Oc2ccc(C)cc2N(Cc2cccc(C)c2)C1=O (configuration not stated),5%,7%,7,-9%,6%,6%
C=CCc1cc(C=O)cc(OCC)c1O,-2%,-2%,-39,-5%,-1%,12%
COc1ccc(OCCCC(=O)NNC(=O)c2ccncc2)cc1,nt,?,4,-15%,7%,37%[activator]
Fc1ccc(-c2nc3n(n2)Cc2ccccc2-3)cc1,-21%,-5%,150,-12%,0%,?
O=C(CCCc1nc(-c2ccccc2)no1)N1CCOCC1,0%,?,48,0%,3%,-1%
CCCCCCCCOC1OC(CO)C(O)C(O)C1NC(C)=O (configuration not stated),2%,2%,-10,0%,8%,8%
CCCN1CCCC(C(=O)c2cc(C)c(OC)c(C)c2)C1 (configuration not stated),5%,7%,66,-1%,?,-5%
Cn1c(=O)c2c(nc(NCCc3ccccc3)n2Cc2ccccc2Br)n(C)c1=O,nt,2%,6,nt,-2%,nt
CC(=O)Nc1sc(N/N=C/c2ccc(C)cc2)nc1-c1ccc(C)cc1,-11%,2%,-11,8%,-13%,-24%
COc1cc(OC)cc(C(=O)NNC(=S)Nc2ccc(S(N)(=O)=O)cc2)c1,20%,-7%,?,-45%,nt,-9%
CC(=O)C(/C=N/c1cc(-c2ccc(C)cc2)nn1-c1ccccc1)=C(\C)O,-4%,-5%,19,-20%,-1%,4%
Cc1cccc(NC(=O)c2cc(=O)[nH]c3ccccc23)c1,5%,?,-17,-37%,0%,-18%
O=C(N/N=C/c1ccoc1)c1cc(Br)ccc1O,-29%,-8%,9,7.9µM*,0%,10%
O=C(Nc1ccc(S(=O)(=O)Nc2ncccn2)cc1)C1=NN(c2ccccc2)C(=O)CC1,-8%,3%,14,-29%,?,6%
COc1ccc2oc(C(=O)OC(C)C(=O)NCc3ccccc3)c(C)c2c1 (configuration not stated),nt,-4%,-21,1%,-4%,?
Cc1cccc(C(=O)OCC(=O)N(C)C(c2ccccc2)c2ccccc2)c1[N+](=O)[O-],nt,-16%,2,-28%,-12%,-2%
COc1ccc(Cl)cc1C(=O)Nc1ccccc1N1CCN(C)CC1,2%,-2%,2,86%[activator],7%,?
CC(CC(=O)O)CC(=O)Nc1cc(C(F)(F)F)cc(C(F)(F)F)c1 (configuration not stated),12%,1%,-28,-15%,5%,17%
CC(=O)c1cccc(N=Nc2c(C)[nH]c3ccccc23)c1,-9%,?,18,-35%,-1%,?
CC(NC(=O)NC1CCCCC1)C(c1cccs1)N1CCN(C)CC1 (configuration not stated),4%,?,9,-3%,-3%,?
O=C(Nc1cccc(Cl)c1)ON=C1c2ccccc2-c2ccccc21,-5%,0%,17,-42%,1%,?
O=C(CCN1C(=O)C2CC=CCC2C1=O)N1CCN(c2ccccn2)CC1 (configuration not stated),7%,-10%,2,1%,-8%,7%
CC1=C(c2ccccc2)C(=S)NC(C)(C)C1,-7%,4%,-24,-8%,-3%,5%
COc1ccc(OC)c(NC(=O)N[C@@H](Cc2ccccc2)C(=O)O)c1,8%,?,6,-12%,-3%,17%
